# TMEM16A inh: TMEM16A chloride channel inhibitors, primary screen, cell-based, HTS. Anoctamin-1 (Mus musculus), Q8BHY3. HEK293 TMEM16A/YFP iodide influx fluorescence, ionomycin. normalized B-score (activity score, 25-100; higher = stronger inhibition) at 10 µM. 1.2% of 310,000 active;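 active = ratio plate-corrected score three or more library SD toward inhibition, starting fluorescence score within five deviations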;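 note: score derived from kinetic fluorescence span divided by baseline fluorescence per well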
# KCNQ1 inh: inhibitors of human KCNQ1 channel, primary screen, cell-based, thallium flux, high-throughput. Potassium voltage-gated channel subfamily KQT member 1 (Homo sapiens), P51787. CHO-K1 KCNQ1, FluxOR thallium flux fluorescence; active compounds read high. B-score at 10 µM. 1.3% of 310,000 active. AID 2642, 2010;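 active = compounds whose thallium flux B-score, printed positive for inhibition, exceeds three library SD while starting fluorescence stays within three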;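 note: channel opened by potassium depolarization with thallium stimulus after 20 min compound exposure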
# SKKanGAS inh: S. pyogenes SKKanGAS growth inhibitors in kanamycin, primary screen, streptokinase expression inhibitor project, SKKanGAS strain, BacTiter-Glo luminescence; inhibition, % at 7.5 µM; 6 h; 1.3% of 300,000 active;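 active = mean replicate score, as percent of positive control median, at least 50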;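 note: strain carries kanamycin resistance gene driven by streptokinase promoter and grows in 40 µg/ml kanamycin; loss of luminescence reflects streptokinase promoter inhibition or plain growth inhibition; 0% = median of DMSO wells and 100% = positive control at its reference dose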
# RGS4 pot: RGS4 potentiators or activators, primary screen, cell-based, HEK293 M3R inducible RGS4, calcium flux | 0.92% of 310,000 active | AID 463111, 2010 | B-score at 10 µM | carbachol calcium flux Fluo4; active compounds read low;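 active = B-score of the integrated calcium signal more than 4 SD below the library mean, with starting fluorescence not abnormally high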;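 note: negative B-score means reduced calcium response which marks RGS4 activation or potentiation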
#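 Material: Inducible-RGS4 HEK293 cells carrying M3 receptor; also added: carbachol at ECmax as muscarinic agonist stimulus; incubation: compound preincubation 20 min at room temperature before agonist; signal: Fluo4-AM (2 µM) calcium-flux fluorescence, kinetic read; measure: integrated calcium ratio converted to B score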
# KCNK9 block: KCNK9 potassium channel inhibitors, primary screen, HEK293 cells, thallium flux. Potassium channel subfamily K member 9 (Homo sapiens), Q9NPC2. B-score at 10 µM. FluxOR thallium flux fluorescence; active compounds read low. 1.2% of 310,000 active;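 active = ratio B-score over 3 SD below the library mean, with starting fluorescence within 5 SD of its mean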;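 note: negative B-score means less thallium flux so channel inhibition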
# Target sequence (Q9NPC2 whole entry, looked up): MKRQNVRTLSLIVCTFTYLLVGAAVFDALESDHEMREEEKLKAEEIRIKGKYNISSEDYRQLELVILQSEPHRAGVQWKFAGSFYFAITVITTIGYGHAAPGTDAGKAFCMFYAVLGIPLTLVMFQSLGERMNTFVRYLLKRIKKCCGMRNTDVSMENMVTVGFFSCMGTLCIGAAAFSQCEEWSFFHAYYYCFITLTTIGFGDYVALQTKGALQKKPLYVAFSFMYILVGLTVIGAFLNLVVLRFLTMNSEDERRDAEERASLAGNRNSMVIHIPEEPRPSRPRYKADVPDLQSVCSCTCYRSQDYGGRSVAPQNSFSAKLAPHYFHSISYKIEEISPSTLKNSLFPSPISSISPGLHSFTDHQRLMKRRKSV
# KCNK3 inh: human KCNK3 channel inhibitors, primary screen, CHO cells, FluxOR thallium flux, B-score; FluxOR fluorescence; active compounds read low; B-score at 10 µM; 0.84% of 340,000 active; AID 602410, 2012;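 active = B-score under library mean minus 4 SD, starting fluorescence ratio at most library mean plus 5 SD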;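 note: more negative B-score means stronger inhibition of thallium flux through KCNK3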
# RGS4 inh: RGS4 inhibitors, primary screen, cell-based, HEK293 M3R inducible RGS4, calcium flux; B-score at 10 µM; 0.45% of 310,000 active; Fluo-4 calcium flux; active compounds read high; triggered by carbachol at its EC20;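 active = B-score, a plate-corrected calcium signal, over three deviations above library mean, with baseline fluorescence within five deviations of library mean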;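 note: RGS4 expression induced by doxycycline in cells with stable M3 receptor; B-score is computed from the integrated fluorescence ratio over baseline after carbachol; higher B-score means a larger calcium signal and so more RGS4 inhibition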
# Target sequence (P49798 whole entry, looked up): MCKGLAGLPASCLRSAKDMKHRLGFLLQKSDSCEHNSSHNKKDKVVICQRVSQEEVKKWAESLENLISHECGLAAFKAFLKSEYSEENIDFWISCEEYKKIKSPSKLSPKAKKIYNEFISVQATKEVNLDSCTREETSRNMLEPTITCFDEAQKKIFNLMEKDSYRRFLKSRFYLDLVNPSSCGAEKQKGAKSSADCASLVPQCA
# hERG rescue: hERG rescue from dofetilide block, primary screen, cell-based, CHO-hERG, FluxOR thallium flux, dofetilide IC70; Voltage-gated inwardly rectifying potassium channel KCNH2 (Homo sapiens), Q12809; dofetilide IC70 present; activation (rescue from dofetilide block), less the hit threshold, % at 10 µM; 0.51% of 310,000 active;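 active = activation above the mean of controls blocked by dofetilide plus 5 SD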;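 note: thallium influx through hERG after potassium depolarization seen as dye fluorescence rise; in these data hits start at about 4.7%; inactives centre near -7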
# HDAC3 inhib: HDAC3 deacetylase inhibitors, primary screen, biochemical, fluorescence, cell-free homogeneous; recombinant HDAC3, fluorogenic peptide/trypsin coupled; inhibition, % at 8.3 µM; 0.15% of 320,000 active; AID 2718, 2010; in the data active = inhibition above about 26%, passing the limit was not always enough
# Target sequence (O15379 whole entry, looked up): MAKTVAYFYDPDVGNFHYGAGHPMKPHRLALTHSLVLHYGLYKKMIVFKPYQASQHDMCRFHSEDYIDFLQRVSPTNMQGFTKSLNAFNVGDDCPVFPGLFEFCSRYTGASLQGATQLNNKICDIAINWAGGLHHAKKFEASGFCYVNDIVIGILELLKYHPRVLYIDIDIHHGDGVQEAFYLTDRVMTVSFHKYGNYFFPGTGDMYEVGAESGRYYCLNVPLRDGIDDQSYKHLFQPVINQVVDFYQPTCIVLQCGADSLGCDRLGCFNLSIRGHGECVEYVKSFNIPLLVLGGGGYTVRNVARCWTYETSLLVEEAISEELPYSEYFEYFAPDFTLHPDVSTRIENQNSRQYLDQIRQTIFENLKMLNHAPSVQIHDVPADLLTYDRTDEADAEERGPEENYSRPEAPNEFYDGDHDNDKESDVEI
# KCNQ1 act: potentiators or activators of KCNQ1 channel, primary screen, cell-based, thallium flux, high-throughput; B-score at 10 µM; CHO-K1 KCNQ1, thallium flux FluxOR fluorescence; active compounds read high; Potassium voltage-gated channel subfamily KQT member 1 (Homo sapiens), P51787; 0.35% of 310,000 active;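 active = fluorescence ratio B-score, a plate-corrected score, at least three library SD, with initial intensity B-score within 5 SD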
#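 Material: CHO-K1 cells stably expressing KCNQ1. Medium: assay buffer for compound exposure, DMSO matched across wells. Reagent: K+/Tl+ depolarizing stimulus. Compound dosing: single-concentration screen. Times: 37 °C overnight plating, 90-min dark dye load, 20-min compound pretreatment. Technique: FluxOR Tl+ flux fluorescence.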
# TMEM16A act: TMEM16A chloride channel activators or potentiators, primary screen, cell-based, HTS; Anoctamin-1 (Mus musculus), Q8BHY3; HEK293 TMEM16A/YFP-H148Q/I152L, iodide quench fluorescence; active compounds read low; B-score at 10 µM; 0.3% of 340,000 active;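 active = fluorescence-ratio B-score plate-corrected deviation score at least 3 library SD below zero, with starting fluorescence score within 5 deviations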;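 note: channel opened by trigger with iodide after compound preincubation; score built on the fluorescence ratio of max minus min over baseline; more negative score means more quench and so TMEM16A activation or potentiation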
# Starred values were filed as active, the others as inactive; i = inactive; / = no result given.
SMILES,TMEM16A inh,KCNQ1 inh,SKKanGAS inh,RGS4 pot,KCNK9 block,KCNK3 inh,RGS4 inh,hERG rescue,HDAC3 inhib,KCNQ1 act,TMEM16A act
CCc1nnc(NS(=O)(=O)c2ccc(NC(=O)c3cccc4ccccc34)cc2)s1,i,i,3,i,i,i,i,-11,2,i,i
c1ccc(-c2ccccc2OCCCCN2CCCCC2)cc1,i,i,-2,i,i,i,i,-13,3,i,i
C=CCn1c(SCC(=O)NCc2ccco2)nc2sc(C)c(C)c2c1=O,i,i,-3,i,i,i,i,-4,1,i,i
Cc1ccc(N2CCN(/N=C/C3=C(N4CCOCC4)C(=C\c4ccccc4)/CC3)CC2)cc1,i,i,-3,i,i,/,i,-10,2,i,/
CCc1ccc(NC(=S)N2CCCC2)cc1,i,i,/,i,i,i,i,-8,3,i,i
O=C(c1ccccc1)N1N=C(c2cccs2)CC1c1ccccc1O (stereo not given),i,i,-11,i,i,i,i,-14,15,i,i
CCCCCCC(=O)Nc1ccc(Br)cn1,i,i,5,i,i,i,i,-1,0,i,i
CCOC(=O)C(=CNc1ccc(S(N)(=O)=O)cc1)C(=O)OCC,i,i,-2,i,i,i,i,-8,12,i,i
O=C(CSc1nnc(-c2cccc(S(=O)(=O)N3CCCCC3)c2)o1)NCCC1=CCCCC1,i,i,-8,i,i,i,i,-7,1,i,i
Brc1cccc(CNc2nc3ccccc3n2CCN2CCCCC2)c1,i,i,-2,i,i,i,i,-16,2,i,i
O=C(c1cc(-c2ccc(Cl)cc2)n(-c2cc(Cl)ccc2Cl)n1)N1CCOCC1,i,7*,-18,i,i,i,i,-7,7,i,i
CCCNCC1COc2ccccc2O1 (stereo not given),i,i,-1,i,i,/,i,-8,-4,i,/
Clc1ccc(/C=N/c2c(-c3ccc(Cl)cc3)nc3n2CCS3)cc1,i,i,6,i,i,i,i,-8,-2,i,i
CC(C(=O)Nc1ccc2c(c1)OCCO2)N(c1ccccc1)S(C)(=O)=O (stereo not given),i,i,9,i,i,i,i,-8,1,i,i
CCCC(C(=O)NC1CCCC1)N(CC1CCCO1)C(=O)CNS(=O)(=O)c1ccc(F)cc1 (stereo not given),i,i,0,i,i,i,i,-8,-6,i,i
CCCCOC(=O)C1=C(C)NC(=O)NC1c1ccccc1 (stereo not given),i,i,0,i,i,i,i,-2,-8,i,i
CCCNC(=O)CCc1cc(C(C)(C)C)c(O)c(C(C)(C)C)c1,i,i,4,i,i,i,i,-10,0,i,i
Cc1ccc(C2=NN(CC(=O)NCc3ccco3)C(=O)CC2)cc1,i,i,0,i,i,i,i,-5,-6,i,i
COCCN1C(=O)C(=O)/C(=C(/O)c2cccc(OC)c2)C1c1ccco1 (stereo not given),i,i,3,i,i,i,i,-3,1,i,i
Cc1nnc(SCCn2c(Br)nc3c2c(=O)n(C)c(=O)n3C)s1,i,i,-8,i,i,i,i,-10,-1,i,i

# The listing continues.
SMILES,TMEM16A inh,KCNQ1 inh,SKKanGAS inh,RGS4 pot,KCNK9 block,KCNK3 inh,RGS4 inh,hERG rescue,HDAC3 inhib,KCNQ1 act,TMEM16A act
Cc1ccc(C(=O)OCC(=O)N(CCc2ccccc2)Cc2ccccc2)cc1S(=O)(=O)N1CCOCC1,i,i,3,i,i,i,i,-9,7,i,i
Cc1cnc(C(=O)OCC(=O)N(C)CC(=O)Nc2ccccc2Cl)cn1,i,i,-6,i,i,i,i,-4,0,i,i
CCCc1[nH]nc2c1C(c1ccncc1)C(C#N)=C(N)O2 (stereo not given),i,i,/,i,i,i,i,-6,0,i,i
Cc1cc(C)nc(-n2ncc3c2CC(c2ccccc2)CC3=O)n1 (stereo not given),i,i,8,i,i,i,i,-9,3,i,i
CCOC(=O)N1CCN(C(=O)C2CC(=O)N(c3ccccc3)C2)CC1 (stereo not given),i,i,-9,i,i,i,i,-11,-6,i,i
CN(C)c1ccc(C(=O)C(O)c2ccccc2)cc1 (stereo not given),i,i,4,i,i,i,i,-13,2,i,i
COc1ccc(OC)c(NC(=O)C23CC4CC(C2)CC(n2cnc(Br)n2)(C4)C3)c1,i,i,4,i,i,i,i,-11,-4,i,i
O=C(Nc1ccc(N2CCN(C(=O)c3cccs3)CC2)c(Cl)c1)c1cccnc1,i,i,-7,i,i,i,i,-16,6,i,i
O=C(NCCc1ccc(Cl)cc1)Nc1ccc(Cl)cc1,i,i,-4,i,i,i,i,-9,/,i,i
Cc1cc(NC(=O)c2c(-c3ccccc3Cl)noc2C)no1,i,i,1,i,i,i,i,-3,-2,i,i
CCC(C)c1ccccc1NC(=O)C(C)NCCN(C)C (stereo not given),i,i,7,i,i,i,i,-3,-8,i,i
CCOc1nc(NCc2ccco2)nc(Nc2ccc(OC)cc2)n1,i,i,-10,i,i,i,i,-4,5,i,i
COc1ccc(-c2sc3ccccc3c2C#CCCO)cc1,i,i,36,i,i,i,4.9*,-4,-2,i,i
COc1cc(C2C3C(=O)N(c4ccccc4)C(=O)C3ON2c2ccccc2)ccc1O (stereo not given),i,i,0,i,i,i,i,-2,6,i,i
CCCC(=O)NCc1nc2ccccc2n1C,i,i,1,i,i,i,i,-3,3,i,i
Cn1c(=O)c2c(nc(NCc3cccnc3)n2Cc2cccc(C(F)(F)F)c2)n(C)c1=O,i,i,-1,i,i,i,i,-12,-1,i,i
COc1cccc(OC)c1OCc1cc(C2C3CCCC=C3C(C#N)=C(N)C2(C#N)C#N)c(C)cc1C (stereo not given),i,7*,26,i,i,i,i,-4,10,i,i
O=[N+]([O-])c1cccc2c(Cl)ccnc12,i,i,3,i,i,i,i,-13,1,i,i
Cc1nc(C)c(CCNC(=O)c2ccc(C(F)(F)F)cc2)s1,i,i,-6,i,i,i,i,-6,8,i,i
Clc1cccc(Cl)c1CSc1nnc(CN2CCOCC2)n1-c1ccccc1,i,i,3,i,i,i,i,-4,0,i,i

# Next compounds follow.
SMILES,TMEM16A inh,KCNQ1 inh,SKKanGAS inh,RGS4 pot,KCNK9 block,KCNK3 inh,RGS4 inh,hERG rescue,HDAC3 inhib,KCNQ1 act,TMEM16A act
Clc1ccc(OCCCCCN2CCOCC2)cc1,i,i,-6,i,i,i,i,-10,9,i,i
CCC(NC(=O)Cc1cccs1)c1ccccc1 (stereo not given),i,i,1,i,i,i,i,-7,-4,i,i
Cc1cccc(NC(=S)N(CCN(C)C)Cc2cccs2)c1,i,i,3,i,i,i,i,-3,1,i,i
CCOC(=O)c1c(N)sc(C(O)(C(F)(F)F)C(F)(F)F)c1-c1ccccc1,i,i,21,i,-7.5*,i,i,-18,12,i,i
CN=C1NN=C(c2cc(C)n(-c3c(C)n(C)n(-c4ccccc4)c3=O)c2C)CS1,i,i,4,i,i,i,i,-3,2,i,i
CC1(C)CC(CC(=O)O)(c2ccc(F)cc2)CCO1 (stereo not given),i,i,-2,i,i,i,i,-9,-6,i,i
COc1ccc(CNCCSc2nnnn2C)c(OC)c1OC,i,i,2,i,i,i,i,2,-4,i,i
O=C(CN1C(=O)C2CCCCC2C1=O)N1CCN(c2ncccn2)CC1 (stereo not given),i,i,-16,i,i,i,i,-16,2,i,i
CN(C)c1oc(-c2ccccc2Cl)nc1P(=O)(c1ccccc1)c1ccccc1,i,i,4,i,i,i,i,-13,10,i,i
CC(CCc1ccco1)NC(=O)c1cc2c(-c3ccccc3F)nn(C)c2s1 (stereo not given),i,i,17,i,-8.4*,-13*,i,-10,2,i,i
N#Cc1cc(-c2ccc(Cl)cc2)cn(Cc2c(Cl)cccc2Cl)c1=O,i,i,/,i,i,i,i,-9,-4,i,i
N#Cc1c(-c2ccccc2)c(-c2ccccc2)n(Cc2ccco2)c1NC(=O)c1cccs1,i,6*,-2,i,-13*,-13*,i,-5,2,i,i
CC(=O)N1CCN(S(=O)(=O)c2cccc(C(=O)NCCC3=CCCCC3)c2)CC1,i,i,1,i,i,i,i,-13,/,i,i
CC1=C(C#N)CCC(=O)N1Cc1c(F)cccc1Cl,i,i,4,i,i,i,i,-4,2,i,i
O=C(Nc1cccc(Cl)c1)OCCOc1ccccc1,i,i,13,i,i,i,i,0,4,i,i
CCOC(=O)N1CCN(S(=O)(=O)c2ccc([N+](=O)[O-])cc2)CC1,i,i,4,i,i,i,i,-9,8,i,i
CN(C)/C=C1\SC(=S)N(c2ccc(F)cc2)C1=O,i,i,-3,i,i,i,i,-1,2,i,i
O=C1C2C3C=CC([C@@H]2C(=O)N1Cc1cccnc1)C31CC1 (stereo not given in full),i,i,-3,i,i,i,i,-2,0,i,i
COc1ccc(O)c(C(=O)c2cnc3onc(C)c3c2)c1,i,i,0,i,i,i,i,-15,-5,i,i
Cc1nnc(SC(C(=O)Nc2ccc(Cl)c([N+](=O)[O-])c2)c2ccccc2)[nH]c1=O (stereo not given),i,i,11,i,i,i,i,-6,2,i,i
Cc1ccccc1OCC(=O)Nc1ccc2c(c1)COC2=O,i,i,5,i,i,i,i,-11,0,i,i
CCC1(C)Cc2c(sc3nc(SC)[nH]c(=S)c23)CO1 (stereo not given),i,i,85*,i,i,/,i,49*,4,74*,/
Cc1cc(C)c(C2C3=C(Nc4c2c(C)nn4-c2ccccn2)c2ccccc2C3=O)c(C)c1 (stereo not given),i,i,57*,i,i,i,i,-8,9,i,i

# Laid out differently: results already given
structure: COc1ccc(CNCCSc2nnnn2C)c(OC)c1OC
  TMEM16A inh: i; KCNQ1 inh: i; SKKanGAS inh: 2; RGS4 pot: i; KCNK9 block: i; KCNK3 inh: i; RGS4 inh: i; hERG rescue: 2; HDAC3 inhib: -4; KCNQ1 act: i; TMEM16A act: i
structure: O=C(Nc1cccc(Cl)c1)OCCOc1ccccc1
  TMEM16A inh: i; KCNQ1 inh: i; SKKanGAS inh: 13; RGS4 pot: i; KCNK9 block: i; KCNK3 inh: i; RGS4 inh: i; hERG rescue: 0; HDAC3 inhib: 4; KCNQ1 act: i; TMEM16A act: i

# Screening data: PubChem BioAssay, several laboratories
